PERK inhibitor: blocks human PERK kinase. inhibition, % at 5.6 µM. 0.17% of 220,000 active. CHO PERK-DD fusion, SEAP luminescence translation reporter. AID 1416. Q9NZJ5;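 active = inhibition above the mean inhibition of all tested compounds plus 3 SD, set separately per screening campaign, cut at about 2.9% in these data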;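 note: PERK kinase domain activated by AP20187 dimerizer at 100 nM; 0% = DMSO with dimerizer and 100% = rapamycin at 8.4 µM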
Target sequence (Q9NZJ5 whole entry, looked up, the tested form may be a part): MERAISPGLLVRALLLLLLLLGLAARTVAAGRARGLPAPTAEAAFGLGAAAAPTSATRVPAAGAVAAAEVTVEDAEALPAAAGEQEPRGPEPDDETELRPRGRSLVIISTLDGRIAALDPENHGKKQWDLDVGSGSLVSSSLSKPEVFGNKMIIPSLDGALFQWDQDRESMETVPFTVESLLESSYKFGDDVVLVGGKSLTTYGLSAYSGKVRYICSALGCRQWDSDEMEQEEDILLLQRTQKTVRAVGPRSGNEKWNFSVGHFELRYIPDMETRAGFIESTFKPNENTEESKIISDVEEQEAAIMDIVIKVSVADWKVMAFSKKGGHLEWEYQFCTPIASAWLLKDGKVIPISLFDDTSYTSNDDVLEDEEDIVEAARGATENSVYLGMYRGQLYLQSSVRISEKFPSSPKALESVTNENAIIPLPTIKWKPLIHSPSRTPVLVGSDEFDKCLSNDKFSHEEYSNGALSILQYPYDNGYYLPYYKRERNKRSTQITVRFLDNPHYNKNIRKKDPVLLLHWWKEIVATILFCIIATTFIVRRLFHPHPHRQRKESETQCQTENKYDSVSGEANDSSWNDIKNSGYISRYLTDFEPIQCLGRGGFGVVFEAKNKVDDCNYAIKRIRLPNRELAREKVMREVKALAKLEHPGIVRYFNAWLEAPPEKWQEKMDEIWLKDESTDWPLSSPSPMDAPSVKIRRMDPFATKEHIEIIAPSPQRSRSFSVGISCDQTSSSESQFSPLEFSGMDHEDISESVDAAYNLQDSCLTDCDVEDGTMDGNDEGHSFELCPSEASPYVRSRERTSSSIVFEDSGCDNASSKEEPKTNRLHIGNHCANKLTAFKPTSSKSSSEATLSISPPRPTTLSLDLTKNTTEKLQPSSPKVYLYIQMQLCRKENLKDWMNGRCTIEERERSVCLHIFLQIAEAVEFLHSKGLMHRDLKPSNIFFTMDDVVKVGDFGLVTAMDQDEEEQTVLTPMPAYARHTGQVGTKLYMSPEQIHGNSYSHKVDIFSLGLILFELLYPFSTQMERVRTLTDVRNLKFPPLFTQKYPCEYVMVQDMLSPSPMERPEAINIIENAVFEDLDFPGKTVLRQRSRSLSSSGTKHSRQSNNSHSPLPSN
hK5 inh: kallikrein 5 (human) inhibition; Q9Y337; recombinant hK5, fluorogenic AMC substrate cleavage; inhibition, % at 5 µM; 0.59% of 210,000 active; AID 873;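 active = inhibition of 40% or more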;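 note: 0% = enzyme controls without compound and 100% = no-enzyme blanks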
Thrombin inh: inhibitors of human thrombin. alpha-thrombin, Boc-VPR-AMC fluorogenic substrate cleavage. inhibition, % at 5 µM. 0.26% of 220,000 active. AID 1046;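 active = inhibition at or above 40%; inactive = inhibition below 40%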;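 note: 0% = enzyme with no compound and 100% = wells without enzyme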
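System – human alpha-thrombin · Medium – pH 7.5 Tris (50 mM) with NaCl 150 mM, Tween 20 0.05% · Compound – single-point dosing at 5 µM, 0.2% DMSO · Incubation – enzyme reaction carried out at room temperature · Technique – fluorescence of released AMC, ex 355 nm, em 460 nm · Read-out basis – % inhibition of thrombin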
Furin inh: blocks human furin protease activity; P09958; purified furin, fluorogenic substrate cleavage; inhibition, % at 30 µM; 0.061% of 220,000 active; in the data active = inhibition above about 25%; note: inactives centre near -15
FXIIa inh 1536: blocks human coagulation factor XIIa protease activity. P00748. purified FXIIa, Boc-QGR-AMC fluorogenic substrate, 2 h. inhibition, % at 5 µM. 0.3% of 220,000 active; in the data active = inhibition above about 40%;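 note: 0% = enzyme with no compound and 100% = blank without enzyme; many of its hits are not listed in these tables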
Wee1 stabilizer: inhibitors of human Wee1 degradation. reporter increase, % at 5 µM. HeLa Luc-Wee1K328M stability, luciferase luminescence; 100% = proteasome inhibitor MG132 effect. 1.2% of 220,000 active. P30291. AID 1321;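 active = activation above the mean of all tested compounds plus 3 SD, set per screening run, cut at about 8.8% in these data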;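 note: cells exposed to compound for 20 h before luminescence read; 0% = DMSO alone and 100% = MG132 at 30 µM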
FXIa inh: blocks human coagulation factor XIa protease activity | AID 798 | 0.14% of 220,000 active | P03951 | inhibition, % at 5 µM | purified FXIa, Boc-Glu-Ala-Arg-AMC fluorogenic substrate;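 active = inhibition of at least 40%; inactive = inhibition below 40%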;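 note: fluorescence of freed AMC excited at 355 nm; 0% = enzyme without compound and 100% = no enzyme blank; many of its hits are not listed in these tables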
KCC2 mod: modulates chloride dependent transport by human KCC2 | Q9H2X9 | KCC2 cells, thallium flux FluoZin-2 fluorescence | B-score of Tl+ flux slope (higher = more flux/activation; lower = inhibition) at 10 µM | 2.2% of 190,000 active | AID 1456;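 active = thallium flux slope and its plate-corrected score both differing from the plate sample mean at a set confidence after two filtering rounds, in either direction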;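 note: slope of fluorescence scaled to starting intensity during 10 to 20 s after thallium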
p97 inhibitor: human p97 ATPase inhibition; P55072; recombinant p97 ATPase, Kinase-Glo ATP luminescence, 3 h; inhibition, % at 8 µM; 0.42% of 220,000 active; in the data active = inhibition above about 15%;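 note: 0% = DMSO vehicle and 100% = wells lacking enzyme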
An asterisk follows results filed as active; x = not tested or not shown; [ ] = dose if it differs, or a comment.

#	SMILES	PERK inhibitor	hK5 inh	Thrombin inh	Furin inh	FXIIa inh 1536
1	CC(=O)N1CCc2cc(Br)cc(S(=O)(=O)CCC(=O)Nc3c(C)n(C)n(-c4ccccc4)c3=O)c21	1.6	0	14	-30	9
2	Cc1ccc(C2(C)NC(=O)N(CC(=O)NC(=O)NCCC(C)C)C2=O)cc1 (centres undefined)	0.0	6	-6	-11	-1
3	S=C(NCCc1ccccc1)N/N=C/c1c(Cl)cccc1Cl	0.7	-6	-6	-23	6
4	CCCCCCCC(=O)NNC(=O)CC(=O)Nc1ccccc1C(=O)O	0.3	-6	-7	-15	-3
5	CCOC(=O)N1CCC(N(CCN(C)C)C(=S)Nc2cccc(Cl)c2)CC1	0.2	3	4	-28	11
6	O=C1C[C@@H](c2ccc(O)cc2)Oc2cc(O)cc(O)c21	0.3	-10	-3	-11	8
7	Nc1nnc(N)c2ccccc12	-0.5	-4	3	-30	9
8	Cc1ccccc1NC(=O)c1ccc(CN2CCc3ccccc3C2)cc1	-0.3	-11	1	-26[20 µM]	7
9	O=C(O)CCC(=O)N1CCN(c2cccc(Cl)c2)CC1	1.0	-1	10	-14[20 µM]	-2
10	O=C(CNS(=O)(=O)c1cccc(C(F)(F)F)c1)Nc1ccccc1F	-0.1	-3	-2	-16[20 µM]	12

#	Wee1 stabilizer	FXIa inh	KCC2 mod	p97 inhibitor
1	1	-2	0.51	16*
2	-3	-10	0.37	-3
3	-1	-4	7.9*	2
4	-4	0	-1.2	-1
5	5	-2	0.13	-1
6	2	-2	0.21	8
7	2	-1	0.81	2
8	-4	0	0.0086	-2
9	1	5	x	5
10	-1	-2	-0.2	0

Next compounds follow.
#	SMILES	PERK inhibitor	hK5 inh	Thrombin inh	Furin inh	FXIIa inh 1536
11	COc1cccc(C(=O)Nc2ccccc2)c1	0.4	-2	-10	-17[20 µM]	0
12	COc1cc(NC(=O)COC(=O)CC(C)(C)C)c(C)cc1[N+](=O)[O-]	0.4	-17	3	-25	4
13	CC(C)N(C(=O)COC(=O)c1cc(Cl)cc(Cl)c1N)C(C)C	0.0	-7	-9	-34[20 µM]	4
14	O=C(Nc1ccc2c(c1)OCO2)N1CCC(CO)(CC2CCCCO2)CC1 (centres undefined)	-0.2	4	-4	-20	11
15	C/C(=N/NC(=O)CSc1nc2ccccc2n1C)c1ccc(O)cc1	0.3	4	-1	-26	12
16	O=C(O)CCc1nn2c3ccccc3n(CC(=O)O)c2nc1=O	-0.5	-1	-5	-10	15
17	Cc1cccc(C)c1NC(=S)/C(=C(\[O-])c1cccs1)[n+]1ccccc1	0.5	-15	-2	-4	7
18	Nc1nc(CSc2nnnn2-c2ccc(Cl)cc2)nc(N2CCOCC2)n1	0.0	14	0	-24[20 µM]	6
19	O=C(Nc1ccccc1OC(F)F)c1ccccc1	1.3	-19	2	17[20 µM]	21
20	O=C(c1ccc2c(c1)N(Cc1ccc(F)cc1)C(=O)c1ccccc1S2(=O)=O)N1CCN(c2ccccn2)CC1	-0.9	-9	-24	-19	2

#	Wee1 stabilizer	FXIa inh	KCC2 mod	p97 inhibitor
11	6	-6	-1.3	-6
12	6	2	0.18	0
13	-2	-8	x	0
14	0	0	0.039	3
15	0	0	-0.81	2
16	2	8	0.11	-5
17	-2	-14	-0.47	-3
18	-1	-4	0.69	0
19	-1	6	0.21	16*
20	0	-12	-1.7	5

Exported as tab-separated lines: entries from further up.
item	Structure	PERK inhibitor	hK5 inh	Thrombin inh	Furin inh	FXIIa inh 1536	Wee1 stabilizer	FXIa inh	KCC2 mod	p97 inhibitor
14	O=C(Nc1ccc2c(c1)OCO2)N1CCC(CO)(CC2CCCCO2)CC1 (centres undefined)	-0.2	4	-4	-20	11	0	0	0.039	3
15	C/C(=N/NC(=O)CSc1nc2ccccc2n1C)c1ccc(O)cc1	0.3	4	-1	-26	12	0	0	-0.81	2

Three compounds out of the list above, arranged by the number in PERK inhibitor, ascending.
| entry | SMILES | PERK inhibitor |
| --- | --- | --- |
| 20 | O=C(c1ccc2c(c1)N(Cc1ccc(F)cc1)C(=O)c1ccccc1S2(=O)=O)N1CCN(c2ccccn2)CC1 | -0.9 |
| 10 | O=C(CNS(=O)(=O)c1cccc(C(F)(F)F)c1)Nc1ccccc1F | -0.1 |
| 13 | CC(C)N(C(=O)COC(=O)c1cc(Cl)cc(Cl)c1N)C(C)C | 0.0 |

Continuation:
#	SMILES	PERK inhibitor	hK5 inh	Thrombin inh	Furin inh	FXIIa inh 1536
21	COc1cc(C(=O)NCCOc2cccc3cccnc23)cc(OC)c1OC	0.1	1	1	-6	3
22	O=C(CSc1nc2c(sc3ccccc32)c(=O)n1CCc1ccccc1)NCc1ccco1	-0.3	-11	1	-11[20 µM]	13
23	COc1ccc(-c2ccc(=O)n(CC(=O)Nc3ccc(C(=O)NC4CC4)cc3)n2)cc1OC	0.6	-5	0	-13[20 µM]	15
24	Cc1ccc(-n2c(SCC(=O)N/N=C/c3ccccc3OCC(=O)O)nc3ccccc3c2=O)cc1	0.3	-6	-11	-22	1
25	O=C(/C=C/c1ccc([N+](=O)[O-])s1)N1CCCC1	0.7	15	1	-18	6
26	O=C(O)/C=C\C(=O)NCc1cccnc1	0.4	0	-3	-18	4
27	O=C(c1cccc(S(=O)(=O)N2CCCCC2)c1)N1CCN(S(=O)(=O)c2ccc(F)cc2)CC1	-0.9	-13	6	-13[20 µM]	18

#	Wee1 stabilizer	FXIa inh	KCC2 mod	p97 inhibitor
21	2	-1	-1.3	2
22	-1	2	-0.43	0
23	-1	2	0.57	4
24	-1	-5	0.038	-3
25	-1	14	0.67	8
26	-1	-2	0.081	4
27	-2	7	-0.94	-1

Single records, from the list above. Order of screens: PERK inhibitor	hK5 inh	Thrombin inh	Furin inh	FXIIa inh 1536	Wee1 stabilizer	FXIa inh	KCC2 mod	p97 inhibitor
O=C(Nc1ccc2c(c1)OCO2)N1CCC(CO)(CC2CCCCO2)CC1 (centres undefined) as listed: -0.2	4	-4	-20	11	0	0	0.039	3
CC(=O)N1CCc2cc(Br)cc(S(=O)(=O)CCC(=O)Nc3c(C)n(C)n(-c4ccccc4)c3=O)c21 as listed: 1.6	0	14	-30	9	1	-2	0.51	16*
COc1cc(NC(=O)COC(=O)CC(C)(C)C)c(C)cc1[N+](=O)[O-] as listed: 0.4	-17	3	-25	4	6	2	0.18	0
CC(C)N(C(=O)COC(=O)c1cc(Cl)cc(Cl)c1N)C(C)C as listed: 0.0	-7	-9	-34[20 µM]	4	-2	-8	x	0

Bioassay records as filed in PubChem BioAssay.
